# PG9 Ab binder: small molecules binding HIV-1 gp120 antibody PG9; TR-FRET gp120-PG9 antibody binding; inhibition, % at 6.7 µM; 360,000 compounds, 0.43% hits; in the data active = inhibition above about 8.5%
# TCR-CD3 inh: blocks the human TCR-CD3 interaction; inhibition, % at 9.4 µM; 360,000 compounds, 0.37% hits; TAMRA-labeled TCR probe fluorescence, biochemical; in the data active = inhibition above about 19%;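 note: recombinant mutant TCR 2C K166C tagged with TAMRA read by polarization; 0% = receptor in buffer alone and 100% = receptor with positive control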
# Tn7 DDE FP: disrupts Tn7 cyclic peptide binding to fibrin D-Dimer-E complex | P02675 | FP displacement of FITC-Tn7 peptide from fibrin DD(E); 0% = median of compound wells per plate | inhibition, % at 8.3 µM | 370,000 compounds, 0.13% hits | AID 720508;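 active = inhibition above the mean of compounds falling within the control limits plus 3 SD of them, cut at about 14% in these data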;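 note: 0% = plate median of compound wells and 100% = 10 µM Aha-Tn7 peptide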
#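 Assay system: human fibrin DD(E). Input: DD(E) 2 µM final. Medium: Tris buffer with calcium and detergent, pH 7.8. Compound dosing: single point at 8.3 µM. Timing: 10 min plus 3 h, room temperature. Technique: fluorescence polarization of the labelled Tn7 tracer. Read-out: percent inhibition. Replicates: singlicate testing.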
# mABHD4 FP: inhibitors of mouse ABHD4; inhibition, % at 8.92 µM; 370,000 compounds, 0.54% hits; Q8VD66; purified mABHD4, FP-Rh probe fluorescence polarization;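 active = inhibition exceeding the mean over every tested compound plus 3 SD, cut at about 30% in these data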;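 note: 0% = plate median of compound wells and 100% = S159A mutant with DMSO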
# Target sequence (Q8VD66 whole entry, looked up): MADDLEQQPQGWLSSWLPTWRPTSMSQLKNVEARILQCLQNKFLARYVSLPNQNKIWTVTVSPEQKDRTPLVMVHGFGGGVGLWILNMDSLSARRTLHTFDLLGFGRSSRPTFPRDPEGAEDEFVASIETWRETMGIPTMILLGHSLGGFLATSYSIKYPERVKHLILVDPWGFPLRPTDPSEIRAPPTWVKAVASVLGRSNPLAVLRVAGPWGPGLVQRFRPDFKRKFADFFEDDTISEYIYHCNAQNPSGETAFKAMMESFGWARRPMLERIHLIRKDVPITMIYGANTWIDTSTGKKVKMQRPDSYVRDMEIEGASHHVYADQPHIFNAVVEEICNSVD
#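 Test system: mABHD4 protein; Read-out basis: % inhibition; Incubation: 45 min + 60 min at 25 °C; Repeats: single replicate; Technique: fluorescence polarization with parallel and perpendicular emission, 525/598 nm; Compound: 8.92 µM, single dose; Benchmarks: full inhibition S159A mutant plus DMSO, zero as sample-well median.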
# LEDGF integ inh: blocks HIV-1 LEDGF/p75-dependent DNA integration | 370,000 compounds, 0.64% hits | inhibition, % at 3.7 µM | TR-FRET IN-LEDGF/p75 DNA integration, Eu/Cy5;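 active = inhibition above the screen-wide mean plus 3 SD, cut at about 13% in these data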;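 note: signal is the Cy5 over europium emission ratio at 671 and 618 nm; 0% = plate median of compound wells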
# SIAE inh: inhibitors of human sialic acid acetylesterase SIAE; Q9HAT2; SIAE FP-Rh probe binding, fluorescence polarization; inhibition, % at 9.66 µM; 370,000 compounds, 0.69% hits; AID 1053197;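 active = inhibition above a cutoff: mean of compounds within the control limits plus 3 SD of those, cut at about 17% in these data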;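 note: 0% = plate median of compound wells and 100% = probe without SIAE protein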
# HTRA1 inh: HTRA1 (human) protease inhibition. Q92743. 340,000 compounds, 0.5% hits. inhibition, % at 5.96 µM. recombinant HTRA1, FP-rhodamine activity-based probe, fluorescence polarization; in the data active = inhibition above about 36%;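 note: 0% = enzyme with DMSO and 100% = wells lacking enzyme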
# UHRF1 binding: human UHRF1 methylated DNA binding inhibitors; UHRF1 binding to methylated oligo, TR-FRET; 370,000 compounds, 0.75% hits; inhibition, % at 4.4 µM; AID 687016; Q96T88; in the data active = inhibition above about 21%;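 note: UHRF1 SRA domain binding a hemimethylated CpG hairpin DNA probe; 0% = median of test compound wells and 100% = reference inhibitor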
# Target sequence (Q96T88 whole entry, looked up, the tested form may be a part): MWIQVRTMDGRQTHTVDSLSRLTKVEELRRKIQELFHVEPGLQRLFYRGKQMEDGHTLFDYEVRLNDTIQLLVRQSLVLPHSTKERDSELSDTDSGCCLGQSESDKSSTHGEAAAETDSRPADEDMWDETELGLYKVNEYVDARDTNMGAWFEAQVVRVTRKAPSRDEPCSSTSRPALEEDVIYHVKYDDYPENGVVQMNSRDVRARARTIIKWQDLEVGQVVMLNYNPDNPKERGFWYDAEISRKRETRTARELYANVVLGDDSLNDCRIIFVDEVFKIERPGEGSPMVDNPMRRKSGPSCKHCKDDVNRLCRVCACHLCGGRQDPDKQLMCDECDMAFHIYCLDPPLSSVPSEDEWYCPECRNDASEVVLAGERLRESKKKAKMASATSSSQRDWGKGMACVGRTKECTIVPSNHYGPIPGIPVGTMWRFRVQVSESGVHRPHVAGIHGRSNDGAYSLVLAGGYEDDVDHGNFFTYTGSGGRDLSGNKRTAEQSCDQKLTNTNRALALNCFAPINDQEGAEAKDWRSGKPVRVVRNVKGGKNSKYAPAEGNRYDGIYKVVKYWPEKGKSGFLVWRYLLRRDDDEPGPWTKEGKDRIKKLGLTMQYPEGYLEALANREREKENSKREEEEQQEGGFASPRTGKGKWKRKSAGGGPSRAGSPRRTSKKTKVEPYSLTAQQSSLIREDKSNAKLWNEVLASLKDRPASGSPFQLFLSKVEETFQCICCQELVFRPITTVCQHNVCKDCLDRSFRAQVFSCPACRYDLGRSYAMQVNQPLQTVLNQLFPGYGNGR
# TDP2 inh: blocks human TDP2 phosphodiesterase activity; recombinant TDP2, T5PNP hydrolysis, p-nitrophenol absorbance 415 nm; inhibition, % at 12.8 µM; 370,000 compounds, 0.34% hits;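 active = inhibition above the mean of all tested compounds plus 3 SD, set per campaign, cut at about 25% in these data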;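 note: 0% = DMSO with enzyme and 100% = buffer with substrate but no TDP2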
#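 test system = human TDP2 enzyme | input = TDP2 enzyme at 120 nM final | medium = 50 mM Tris-HCl pH 7.5 with Mg2+, KCl, DTT, BSA | also added = T5PNP substrate, 5 mM | times = 2 h at 37 °C | technique = epi absorbance | benchmarks = high control without enzyme, low control DMSO plus TDP2 | replication = each compound tested once, singlicate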
# PRMT1 FP inh: PRMT1 (human) inhibition, primary screen; recombinant PRMT1, activity-based probe fluorescence polarization; Q99873; inhibition, % at 2.79 µM; 370,000 compounds, 1.3% hits; AID 652257;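 active = inhibition above about 21% made by adding two undisclosed values, limit read from the data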
# * = called active by the depositor; nt = no result given.
PG9 Ab binder,TCR-CD3 inh,Tn7 DDE FP,mABHD4 FP,LEDGF integ inh,SIAE inh,HTRA1 inh,UHRF1 binding,TDP2 inh,PRMT1 FP inh,molecule
-1.8,3,7,-10,2,-2,-12,3,2,1,O=C(Nc1ccc(F)c(Cl)c1)C1CCCCC1
3.0,22*,-5,29,6,-3,-1,-4,-9,1,CCN(CC)Cc1c(O)c(Cl)cc2c3c(c(=O)oc12)CCCC3
-0.2,-5,7,0,3,9,3,3,-6,-1,Cn1cccc1/C=N/NC(=O)Cc1ccccc1
-0.4,2,1,4,-5,2,nt,-1,7,0,COc1cc(CN2C[C@@H](CO)O[C@@H](n3cnc4c(N5CCN(C)CC5)ncnc43)C2)cc(OC)c1OC
-3.5,7,-4,0,-1,19*,4,-2,6,-2,COc1cccc(NC(=O)N2CCCC2)c1
3.9,-4,1,-16,-2,-10,-2,2,-9,7,S=c1[nH]nc(-c2ccccc2)c2ccccc12
-1.4,4,-4,2,-3,1,0,1,8,-1,CCOC(=O)C(CC)n1cnc2c(nnn2-c2ccc(OC)cc2)c1=O (centres undefined)
-0.6,-3,0,0,-3,3,nt,1,1,-3,Cc1cccc(C(=O)N2CCC(=O)N([C@H](COCc3cccc(Cl)c3)Cc3ccccc3)CC2)c1
-1.2,-2,-7,2,-1,2,9,0,4,20,NC(=O)C1(N2CCCCC2)CCN(C2CC(=O)N(Cc3cccs3)C2=O)CC1 (centres undefined)
1.1,-2,10,-1,1,-1,-2,-1,11,-3,CN1CCN(C(=O)c2ccc(-n3cccn3)nc2)CC1
-0.3,-1,-3,0,-4,-1,nt,-1,-7,2,C[C@H]1[C@@H](c2ccccc2)Oc2c(Cl)cccc2S(=O)(=O)N1C
-0.8,2,-2,14,1,0,4,2,2,0,CC(=O)c1cc(C)ccc1OC(=O)c1cccc2nc(C)oc12
-0.7,6,-2,10,-3,1,0,1,-6,-3,CCOc1ccc2nnnn2n1
-2.5,2,9,-3,-1,-9,-1,0,-10,-1,Cc1ccc(S(=O)(=O)N2CCN(C(=O)c3nn(C(C)C)c(=O)c4ccccc34)CC2)cc1C
nt,nt,-6,-5,1,14,nt,-1,-3,-7,O=C(NCCc1c[nH]c2ccccc12)OCc1cn(Cc2c(F)cccc2F)nn1
0.1,1,10,-2,-2,-9,nt,-1,5,3,COC(=O)c1cc2c(c3c4cc(F)ccc4n(S(=O)(=O)c4ccc(OC)cc4)c13)C(=O)N(Cc1ccccc1OC)C2
-1.4,1,-4,-9,-1,7,-21,0,-2,-1,Cc1c(C(=O)NCc2ccc3c(c2)OCO3)oc2ccccc12
-2.2,-4,-4,-3,2,14,11,-6,10,-5,Cc1cc(C)nc(N2N=C(CSc3ccc(Cl)cc3)CC2=O)n1
4.0,2,5,-2,-3,4,3,0,-11,0,Cc1ccc(-c2nnc(SCC(=O)Nc3ccc4c(c3)OCCO4)n2N)cc1
-0.3,-1,-1,4,3,1,3,-2,5,0,COc1cccc(C(=O)N2CCN(C(=O)c3cccs3)CC2)c1OC
0.4,-1,2,-10,-4,9,3,1,-6,2,O=C(O)c1ccccc1C(c1ccc(O)cc1)c1ccc(O)cc1
-2.4,-9,-5,-5,-1,-3,8,3,-4,1,O=C(OCc1nc2ccsc2c(=O)[nH]1)c1ccc(Cl)nc1
1.0,-4,-5,-8,-1,-9,-2,4,-16,8,Cc1ccc(S(=O)(=O)N2CCN(C(=O)CCc3nc4ccccc4c(=O)[nH]3)CC2)c(C)c1
nt,nt,-6,0,5,-3,nt,-2,-3,-5,COC(=O)[C@]12C[C@H](CC(=O)NCCC(C)C)C(=O)N(Cc3ccc(Cl)cc3Cl)C1=C[C@H](COCc1ccccc1)O[C@@H]2C
0.2,7,-3,6,0,-7,-6,0,6,-2,CNS(=O)(=O)c1cccc2cccnc12
-0.1,1,6,5,5,-1,-4,-2,2,-1,CC(=O)N1CCN(CCN=CC2=C(O)CC(c3ccco3)CC2=O)CC1 (centres undefined)
-2.7,5,-4,8,-2,-8,0,1,9,2,O=C(O)c1cccc(NS(=O)(=O)c2cccc(C(=O)Nc3ccccc3[N+](=O)[O-])c2)c1
0.5,-10,2,-6,-6,-21,-36,3,2,2,CCOc1ccc(S(=O)(=O)N(C)c2ccc(OCC(=O)Nc3nc(-c4cc(OC)ccc4OC)cs3)cc2)cc1
0.2,-7,8,-10,-4,-24,-63,-1,-7,2,COc1ccccc1N(Cc1ccccc1)S(=O)(=O)c1cccc(C(=O)Nc2ccc(C)cn2)c1
-0.5,-1,4,1,-2,9,5,-1,9,-6,CC(=O)NC(=S)Nc1ccc(NC(=O)c2cccnc2)cc1
-3.8,3,-6,3,-3,10,12,-2,-10,0,COc1ccc(OC)c(/C=N/N(C)c2ccccc2)c1
nt,nt,-2,3,-2,5,nt,-2,-1,12,CCOC(=O)[C@]12CCCCC/C=C\1N(Cc1ccc(OC)cc1)C(=O)[C@H]2CC(=O)NCc1ccc(C)o1
-1.9,-2,-7,1,-1,-1,-20,-2,3,3,COc1cccc(/C=N/NC(=S)Nc2cccc(S(=O)(=O)N(C)C)c2)c1
0.0,-8,-3,-3,2,-4,0,2,-2,2,CCOc1ccc(OCCOc2ncnc3ccccc23)cc1
0.4,9,6,2,1,0,4,1,0,-5,CCOC(=O)CC1C(=O)NCCN1C(=O)Nc1ccc(Cl)cc1 (centres undefined)
-0.8,-1,0,2,-2,-1,-5,4,-11,3,Cc1ccc(S(=O)(=O)Nc2cccc3c2O[C@H](CN(C)Cc2ccccc2)[C@@H](C)CN([C@H](C)CO)C3=O)cc1
-0.3,5,-1,6,0,7,-1,-2,8,2,Cn1ccc(C(=O)Nc2cccnc2Cl)n1
-3.3,0,5,-14,3,3,-22,0,2,-2,Cc1c(C(=O)N(Cc2nnc(-c3ccccc3Cl)o2)C2CC2)oc2ccccc12
0.4,-4,0,-8,-1,-4,2,6,-3,3,CCOc1nc2c(c(=O)n(C)c(=O)n2C)n1Cc1ccccc1Cl
-2.3,4,-1,-1,-4,0,3,-1,5,3,CCCC(=O)Nc1ccc(N2CCN(C(=O)CCC)CC2)cc1
-1.4,57*,21*,87*,0,73*,141*,-29,12,145*,COc1ccc2c3c(cccc13)C(=O)CC2
0.7,1,2,-1,1,-4,-1,-3,15,-1,O=C(CSc1nnc(NC(=O)c2ccco2)s1)Nc1ccc(F)cc1F
-1.4,4,0,5,0,10,10,-1,5,-2,COc1ccc(NC(C)C(=O)N/N=C/c2c(O)ccc3ccccc23)cc1 (centres undefined)
1.9,-5,2,-7,-2,-7,0,3,-5,6,Cc1ccc2c(c1)N(C(=O)CCC(=O)NC1CCCCCC1)CC(C)O2 (centres undefined)
-4.0,2,-8,2,4,-1,nt,0,-14,-6,CCOC(=O)c1cn2nc(Oc3ccc(C)cc3)ccc2n1
-0.6,6,6,0,-4,1,8,1,-2,-2,COc1ccc(NC(=O)C2CCN(c3nc(C)cc(C)n3)CC2)cc1
-0.1,4,-2,3,0,-1,nt,0,-2,-1,CN(Cc1ccccc1)C(=O)[C@@H]1CCCN1C(=O)[C@@H]1CCCN1C(=O)c1ccc(Cl)cc1
0.9,-4,2,5,3,-1,-2,0,4,2,NC(=O)Cc1ccc2c(c1)[nH]c1ccccc12
-4.6,-3,2,-12,4,-6,-57,-2,-12,0,Cc1cccc(/C=C/c2nc3ccccc3c(=O)n2Cc2ccccc2)c1
nt,nt,-3,3,0,-2,nt,0,-4,3,O=S(=O)(NCc1cn(Cc2ccccc2)nn1)c1ccccc1Br
-0.4,-8,2,5,-4,3,-2,-1,-5,2,CCOC(=O)N1CCN(C(=O)c2cc(COc3cccc(C(C)=O)c3)on2)CC1
2.3,-3,2,-2,0,3,2,-4,2,0,Cc1ccn2cc(-c3ccc4c(c3)NC(=O)CO4)nc2c1
-3.0,-8,-2,-6,0,9,nt,2,8,-3,CC(=O)Nc1cncc(-c2ccccc2N(C)C)n1
-0.2,-1,7,1,0,2,nt,-5,-4,-1,Clc1ccc(-c2cnc3cccnn23)cc1
-1.2,0,-2,5,-1,-2,6,-1,10,-1,O=C(Nc1ccc(S(=O)(=O)Nc2ncccn2)cc1)c1ccccc1Cl
0.7,-3,-3,2,-1,-2,-2,-1,0,0,C[C@H]1COC(=O)[C@@H](Cc2ccc(F)cc2)CC/C=C/C[C@@H](CC(=O)N(CCO)Cc2ccccc2)C(=O)N1
1.9,-7,4,-9,-3,-9,-8,-2,13,1,N#C/C(=C/C1=C(N2CCOCC2)C(=C/c2cccc([N+](=O)[O-])c2)/CC1)C(=O)Nc1ccccc1F
-1.7,9,-1,-3,4,-13,-126,-1,1,-2,Cc1ccc(S(=O)(=O)N2[C@@H](c3ccc(Cl)cc3)C(C(=O)O)=CC[C@H]2c2ccc(Cl)c(Cl)c2)cc1
-0.3,8,-2,0,3,4,-6,-1,-6,-1,CC(C)C(=O)Nc1ccc(C(=O)NNC(=O)NC2CCCCC2)cc1
0.7,-3,-4,-4,-4,4,0,3,-3,1,O=C1NCCN(Cc2cccc(Oc3ccccc3)c2)C1CC(=O)N1CCCO1 (centres undefined)

# A run of entries from further up, for reference:
PG9 Ab binder,TCR-CD3 inh,Tn7 DDE FP,mABHD4 FP,LEDGF integ inh,SIAE inh,HTRA1 inh,UHRF1 binding,TDP2 inh,PRMT1 FP inh,molecule
-1.7,9,-1,-3,4,-13,-126,-1,1,-2,Cc1ccc(S(=O)(=O)N2[C@@H](c3ccc(Cl)cc3)C(C(=O)O)=CC[C@H]2c2ccc(Cl)c(Cl)c2)cc1
-0.3,8,-2,0,3,4,-6,-1,-6,-1,CC(C)C(=O)Nc1ccc(C(=O)NNC(=O)NC2CCCCC2)cc1
0.7,-3,-4,-4,-4,4,0,3,-3,1,O=C1NCCN(Cc2cccc(Oc3ccccc3)c2)C1CC(=O)N1CCCO1 (centres undefined)

# More results
PG9 Ab binder,TCR-CD3 inh,Tn7 DDE FP,mABHD4 FP,LEDGF integ inh,SIAE inh,HTRA1 inh,UHRF1 binding,TDP2 inh,PRMT1 FP inh,molecule
-1.2,7,-1,1,-3,-4,-1,-1,-8,-1,CC1=C(C(=O)Nc2cccc(C)c2C)C(c2cccs2)NC(=S)N1 (centres undefined)
0.8,-6,-1,-13,5,3,nt,1,-2,-2,CCCCn1nnnc1C(c1cc2ccccc2o1)N1CCOCC1 (centres undefined)
-6.2,5,0,-1,-3,7,0,0,-2,-6,COC(=O)c1cccc(C(=O)N2CCCC(Nc3ccc4c(c3)OCCO4)C2)c1 (centres undefined)
-2.4,2,-3,2,2,2,-9,-4,-8,-2,OC(CSc1ccccc1Cl)CN1CCN(c2ccc(F)cc2)CC1 (centres undefined)
1.2,-8,-6,-1,4,-6,6,-1,-1,3,Cc1nc(S(=O)(=O)c2cccc(Cl)c2)nc2c1CCC2

# Bioassay records: PubChem, The Scripps Research Institute Molecular Screening Center

# An unsorted share of the library; about 4.2% have a hit in one of these screens.
